# NCI-60 one-dose screen, 48 h, at 10 µM unless noted. Numbers give growth in % (100 = growth as untreated, 0 = no growth, -100 = all killed).
# RPMI-8226 = RPMI-8226 leukemia cells. hit rate 7.5% among 77,000. AID 1794781
# MOLT-4 = MOLT-4 leukemia cells | hit rate 6.9% among 80,000
# K-562 = K-562 leukemia. hit rate 7.4% among 78,000. AID 1794777
# SR = SR leukemia cells; hit rate 8.7% among 73,000; AID 1794780
# MCF7 = MCF7 breast cancer; hit rate 6.3% among 82,000; AID 1794796
# MDA-MB-435 = MDA-MB-435 melanoma; hit rate 7.8% among 82,000
# MDA-MB-468 = MDA-MB-468 breast cancer; hit rate 8.5% among 78,000
# MDA-MB-231 = MDA-MB-231 breast cancer; hit rate 5% among 81,000; AID 1794789
# * marks the source's active call; other numbers are inactive results; . = not tested or not shown; & = joins results of further samples; ! = repeats disagree. How the source made its calls: active means growth percent below 10; inactive means the rest.
SMILES,RPMI-8226,MOLT-4,K-562,SR,MCF7,MDA-MB-435,MDA-MB-468,MDA-MB-231
CC(=O)N1CCC23C(=O)CC4C(=CCOC5CC(=O)N(c6ccccc62)C3C54)C1 (stereo not given),101,94,99,97,96,113,103,104
O=C(COc1cccc(/C=C2\CCc3ccccc3C2=O)c1)c1ccc(Cl)cc1,52,87,69,60,88,94,.,101
OCC1OCOC2COCOC12 (stereo not given),101,118,134,110,98,113,95,.
Nc1n[nH]c(CO)n1,62,87,87,45,93,105,119,110
CCOC(=O)C(C(=O)OCC)c1cccc2ccccc12,102,88,95,92,98,103,100,97
COc1ccc(-c2cc(-c3cc(OC)c(OC)c(OC)c3)c(C#N)c(=O)n2CCCCC(=O)Nc2ccccc2N)cc1,65,94,83,67,78,78,92,68
OCCSCCCCCSCCO,103,91,96,94,91,102,102,111
NC(N)=NC(N)=NCc1ccco1,96,100,97,89,106,104,135,114
O=C1CCC(c2c(O)cc(O)c3c(=O)c(O)c(-c4ccc(O)c(O)c4)oc23)N1 (stereo not given),100,92,96,96,95,110,108,118
COC(CCCl)(CCCl)OC,.,106,105,99,88,106,102,116
O=C(Nc1cccc(C(F)(F)F)c1)OC1CC2CC1C1CC3OC3C21 (stereo not given),97,82,91,76,87,93,117,101
CCCCNC(=O)c1ccc(C)cc1,.,118,94,104,103,108,113,106
COc1cccc(Oc2nc(Nc3ccc(N4CCOCC4)cc3)ncc2NC(N)=O)c1,.,82,81,88,98,93,77,107
COc1cc(-n2cc(C#N)c(N)c2C(=O)c2ccc(Cl)cc2)cc(OC)c1OC,107,99,107,86,103,106,103,101
O=C(c1ccc([N+](=O)[O-])cc1)N1CCN(c2ccnc3cc(Cl)ccc23)CC1,102,100,95,115,95,101,101,100
N#Cc1c(-c2ccc(C(F)(F)F)cc2)cc(N2CC(O)C2)n2c1nc1ccccc12,79,103,110,73,82,84,67,39
C=C(CBr)[C@@H]1CC[C@]2(C(N)=O)CC[C@]3(C)[C@H](CC[C@@H]4[C@@]5(C)CCC(=O)C(C)(C)[C@@H]5CC[C@]43C)[C@@H]12,47,31,46,39,56,73,57,60
COc1cc(NC(C)CCCN2C(=O)c3ccccc3C2=O)c2nc(C)ccc2c1OC (stereo not given),70,74,66,37,91,111,.,78
COc1ccc(/C=C/c2nc3ccccc3nc2Nc2cccc(C)c2)cc1,96,83,84,86,67,98,101,89
CCOC(=O)Nc1nc2ccccc2[nH]1,-1.1*!,17&120,7.8*!,99,18&113,-30*!,27&99,64&110
O=C(Nc1ccc2c(c1)sc(=O)n2Cc1ccc(Br)cc1)c1ccc(Nc2ccc(Cl)nn2)cc1,51,59,63,.,74,79,61,63
COc1ccc(Nc2scc3[n+]2CCC3)cc1,119,102,.,111,99,98,99,107
COc1cc(C2CC(c3ccc(Br)cc3)=NN2)cc(OC)c1OC (stereo not given),.,45,30,59,60,90,.,93
CC1(C)C2CC=C(CCOC(=O)COc3cc(Cl)c(Cl)cc3Cl)C1C2 (stereo not given),93,119,109,100,104,111,64,102
COc1ccc(C(C)=O)c2ccccc12,109,113,.,.,96,102,.,96
Cc1cc(C(NC(=O)CCCCCNc2cccc3c2C(=O)N(C2CCC(=O)CC2=O)C3=O)c2cccc(N(C)C)c2)c(O)c2ncccc12 (stereo not given),16,-0.1*,9.9*,25,11,36,-24*,-22*
c1ccc(CN2CCc3c(sc4ncnc(N5CCCCC5)c34)C2)cc1,96,100,91,85,92,104,103,100
CCN(CC)C(C)C(=O)c1ccc2cc(Br)c3ccccc3c2c1 (stereo not given),94,106,89,101,90,104,.,82
O=C1NCC2CCCC1C2 (stereo not given),118,103,106,110,.,112,105,102
CCCCC1COc2cccc3c2N1C=C/C3=C\C(=O)N(C)c1ccccc1Br (stereo not given),88,91,86,101,92,104,87,97

# Quoted from the listing:
# `Nc1n[nH]c(CO)n1` – MDA-MB-231 = 110
# `CC1(C)C2CC=C(CCOC(=O)COc3cc(Cl)c(Cl)cc3Cl)C1C2` (stereo not given) – K-562 = 109

# (more compounds)
SMILES,RPMI-8226,MOLT-4,K-562,SR,MCF7,MDA-MB-435,MDA-MB-468,MDA-MB-231
Cc1ccc2oc(=O)c(S(=O)(=O)Nc3ccccc3)c(O)c2c1,99,102,.,104,97,101,102,105
CCOC(=O)C(C(=O)OCC)c1nc2sc3cc(Cl)c(Cl)cc3n2c(=N)c1C#N,110,112,95,81,56,103,76,89
NS(=O)(=O)c1ccc(Nc2ccnc(SCC(=O)c3ccccc3)n2)cc1,110,105,103,97,105,104,97,101
CCC(c1ccc(O)cc1)C(CC)c1ccc(O)cc1 (stereo not given),70,100,79,97,86,28,58,85
S=c1[nH]c(-c2ccccc2)cs1,102,119,115,101,91,104,92,108
Cc1nn(-c2ccccc2)c2c1-c1ccccc1CO2,105,101,94,118,87,101,94,95
Cc1ccc(N2NC(C(=O)N(C)C)=NCC2=O)cc1,109,102,102,103,94,103,95,101
CN(C)CCCNC(=O)c1cc(NC(=O)c2cc(NC(=O)c3cc(NC(=O)c4nccn4C)cn3C)cn2C)cn1C,103,103,98,89,93,107,103,114
O=C(CCCCCCCn1cc(-c2cccnc2)nn1)Nc1ccccc1-c1ccccc1,30,47,24,49,39,22,48,60
CSc1nn(-c2ccccc2)c2ncnc(NCc3ccccc3)c12,102,100,99,90,101,103,97,108
Cc1cnc(SCc2ccccc2)nc1N(C)C,100,92,95,89,93,105,96,95
O=C(O)CC(=O)Nc1ccccc1,105,105,104,79,109,100,100,108
CC/C(=C(/c1ccc(Cl)cc1)c1ccc(OCCN)cc1)c1ccc(Cl)cc1,100,.,.,.,96,95,76,85
Cn1cc(-c2nnc(N)nc2-c2c[nH]c3ccc(Br)cc23)c2cc(Br)cnc21,42,12,27,24,30,34,25,56
Cc1ccc2c(c1)NCCN2,94,106,101,98,98,114,106,98
Cc1nc2sc(C(=O)Nc3cccc4c3OCCO4)c(N)c2cc1C(C)O (stereo not given),26,28,13,26,11,-39*,3.4*,40
NC(=O)c1ccc(-c2c3ccccc3cc3c2ccc2ccccc23)cc1,50,40,14,16,18,0.5*,-11*,42
CN(C)c1ccc(C2SCC(=O)N2NC(=O)c2ccc(NC(=O)c3ccccn3)cc2)cc1 (stereo not given),95,87,87,83,99,101,96,107
COc1cccc(/C=N/N=C(N)N)c1OC,.,90,96,.,102,92,114,104
CNC(=O)[C@H](O)[C@@H](N)Cc1ccccc1,.,101,94,89,93,106,106,101
O=C(NC[C@H]1CN(c2ccc(N3CCC(C(=O)O)CC3)cc2)C(=O)O1)c1ccc(Cl)s1,96,93,88,89,94,102,102,102
O=S(OCCN1CCOCC1)C(c1ccccc1)c1ccccc1 (stereo not given),.,93,101,85,100,113,122,116
Cc1cc2cc3ccc(N(C)C)cc3nc2cc1N,-19*,.,.,-2.9*,-4.1*,5.7*,-57*,-18*
COc1ccc2[nH]c(=O)cc(-n3ncc(/C(C)=N/Nc4ccc(S(N)(=O)=O)cc4)c3C)c2c1,102,100,97,87,93,104,93,91
CCOC(=O)Nc1nccs1,100,110,119,110,101,111,120,87
O=C1CSC(=S)N1,100,100,102,88,93,111,106,110
COc1nccnn1,70,106,81,.,103,93,83,110
CC(=O)NC1(C(=O)O)CCCC1,.,109,97,108,98,123,116,119
O=NN(Cc1cccnc1)Cc1cccnc1,96,105,102,105,91,108,98,103
CC(=O)Nc1ccc2c(c1)C(=O)c1ccc(Cl)cc1-2,88,70,93,98,59,104,70,100
Clc1ccc2c(NCCCn3cnc4c(N5CCCCC5)nc(Cl)nc43)ccnc2c1,77,70,59,71,74,88,56,76
O=S(=O)(c1ccc(Cl)cc1)c1cnc(-c2ccccc2)o1,99,95,89,90,94,101,109,91
O=C1c2ccccc2C(=O)c2cc(SC(=S)N3CCOCC3)c(Cl)cc21,87,88,84,83,77,100,100,101
O=C(/C=C/C=C/c1c(C2CC2)nc2ccccc2c1-c1ccc(F)cc1)c1cccs1,-27*,8.5*,5.4*,-6.7*,12,2.0*,4.9*,25
CCOC(=O)C1=C(C)NC(SCc2cc(=O)oc3ccc(OC)cc23)=N[C@@H]1c1cccc2ccccc12,72,73,91,75,82,100,96,80
O=C(Nc1ccc(Cl)cc1)C1(C(=O)Nc2ccc(Oc3ncnc4scc(Nc5n[nH]c(=S)s5)c34)cc2)CC1,102,89,69,72,49,97,75,91
O=C(Nc1cccc([N+](=O)[O-])c1)N(c1ccccc1)c1ccccc1,.,88,105,.,99,102,.,116
CCCCOc1nc2ccc(Cl)cc2cc1-c1cc(-c2ccc(Cl)cc2)nc(-c2ccc(Cl)cc2)c1,.,112,109,105,98,103,98,101
COc1ccc(-n2nc(C(=O)Nc3ccc(F)cc3)nc2-c2cc(OC)c(OC)c(OC)c2)cc1,97,70,84,.,92,.,92,94
COc1nnc2c3cc(Br)cc(Br)c3n(C)c2n1,101,96,98,86,83,105,105,103
COc1ccc(C/C(C)=C(\c2ccc(Cl)cc2)c2ccc(OCCN3CCCCCC3)cc2)cc1,54,59,21,10.0*,63,89,71,100
O=c1oc2ccc(I)cc2c(=O)n1-c1ccc(Br)cc1F,-26*,3.7*,7.0*,.,1.8*,-3.1*,-2.2*,-21*
Cc1cccc(Cl)c1NC(=O)c1ccc2nc(NC(=O)NC3CCN(C)CC3)sc2c1,88,78,7.9*,87,94,83,.,97
O=C(CCl)OCc1ccc([N+](=O)[O-])o1,110,101,101,98,89,105,103,115
O=C1CC2CC=CCN2C=C1N1CCCCC1=O (stereo not given),94,105,89,93,99,103,111,114
COc1ccc(/C=C/c2nc(Nc3ccc(N)cc3)c3ccccc3n2)cc1,98,95,47,94,76,73,64,93
COc1ccc(/C=C(/C(=O)c2ccccc2)S(=O)(=O)c2ccc(C)cc2)cc1,87,91,102,86,68,90,87,98
O=C(CNc1ccc(Cl)cc1)Nc1ccc(-c2nc3ccccc3s2)cc1,46,4.4*,12,11,12,63,-11*,38
Cc1cc(Br)ccc1-n1cc(C#N)c(N)c1C(=O)c1ccc(C#N)cc1,117,107,118,88,94,100,95,92
O=C1CSC(=Nc2ccccc2)N1C1=CSC2=N/C(=C\c3ccc(Cl)cc3)C(=O)N12,100,83,94,79,100,107,104,118
CCOc1cccc2cc(C(=O)CSc3nc4ccccc4c(=O)n3-c3ccccc3)c(=O)oc12,87,87,90,78,96,97,89,82
O=CNC(=O)/C=C/C(=O)O,99,101,104,97,94,101,102,105
O=C(Nc1sc2c(c1C(=O)O)CCCC2)c1ccc(Cl)cc1,104,105,107,114,95,103,119,92
O=C(/C=C\c1ccc([N+](=O)[O-])cc1)c1ccc(NC2=CC(=O)c3ccccc3C2=O)cc1,77,94,92,94,79,106,88,81
O=C1S/C(=C\c2ccco2)C(=O)N1/N=C/c1ccco1,96,104,106,106,87,95,87,99
CCOC(=O)c1c(NC(=O)c2ccc(C(F)(F)F)cc2)sc2c(CN(C)C)c(O)ccc12,103,101,83,73,75,100,94,103
CCC(C)[C@H](NC(=S)Nc1cc(C(F)(F)F)cc(C(F)(F)F)c1)C(=O)N1CCC[C@H]1C(=O)N1CCC[C@H]1C(=O)OC (stereo not given in full),63,54,.,86,77,87,94,69
O=C(NCCc1ccccc1)c1c(-c2ccccc2)[n+](=O)c2ccc(Cl)cc2n1[O-],.,104,.,86,80,109,86,94
O=C(C1=Cc2cc3ccccc3n2Cc2cnnn21)c1ccc(Cl)cc1,112,99,100,.,94,104,112,98
Cc1ccc(-n2c(-c3cc(-c4cccnc4)n(-c4ccccc4)n3)n[nH]c2=S)cc1,108,98,89,90,107,99,133,98
# (continued)
SMILES,RPMI-8226,MOLT-4,K-562,SR,MCF7,MDA-MB-435,MDA-MB-468,MDA-MB-231
COc1cc(-c2nnc(-c3nc4ccccc4nc3Cl)o2)cc(OC)c1OC,96,101,93,75,65,97,77,105
O=C(Nc1cc(-c2cccnc2)nc(NCCCN2CCOCC2)n1)c1ccc(F)cc1Cl,90,98,83,93,87,106,94,93
OC(c1cc(-c2ccccc2)nc2ccc(Cl)cc12)C1CCCCN1 (stereo not given),13,27,-18*,-26*,-41*,43,-17*,-30*
O=C(O)c1ccccc1-c1c2cc([N+](=O)[O-])c(=O)c(Br)c-2oc2c(Br)c(O)c([N+](=O)[O-])cc12,109,90,98,95,100,109,109,103

# Filtered by structure, the entries above with bromine (ten)
SMILES,RPMI-8226,MOLT-4,K-562,SR,MCF7,MDA-MB-435,MDA-MB-468,MDA-MB-231
C=C(CBr)[C@@H]1CC[C@]2(C(N)=O)CC[C@]3(C)[C@H](CC[C@@H]4[C@@]5(C)CCC(=O)C(C)(C)[C@@H]5CC[C@]43C)[C@@H]12,47,31,46,39,56,73,57,60
O=C(Nc1ccc2c(c1)sc(=O)n2Cc1ccc(Br)cc1)c1ccc(Nc2ccc(Cl)nn2)cc1,51,59,63,.,74,79,61,63
COc1cc(C2CC(c3ccc(Br)cc3)=NN2)cc(OC)c1OC (stereo not given),.,45,30,59,60,90,.,93
CCN(CC)C(C)C(=O)c1ccc2cc(Br)c3ccccc3c2c1 (stereo not given),94,106,89,101,90,104,.,82
CCCCC1COc2cccc3c2N1C=C/C3=C\C(=O)N(C)c1ccccc1Br (stereo not given),88,91,86,101,92,104,87,97
Cn1cc(-c2nnc(N)nc2-c2c[nH]c3ccc(Br)cc23)c2cc(Br)cnc21,42,12,27,24,30,34,25,56
COc1nnc2c3cc(Br)cc(Br)c3n(C)c2n1,101,96,98,86,83,105,105,103
O=c1oc2ccc(I)cc2c(=O)n1-c1ccc(Br)cc1F,-26*,3.7*,7.0*,.,1.8*,-3.1*,-2.2*,-21*
Cc1cc(Br)ccc1-n1cc(C#N)c(N)c1C(=O)c1ccc(C#N)cc1,117,107,118,88,94,100,95,92
O=C(O)c1ccccc1-c1c2cc([N+](=O)[O-])c(=O)c(Br)c-2oc2c(Br)c(O)c([N+](=O)[O-])cc12,109,90,98,95,100,109,109,103

# High-throughput results: PubChem BioAssay, NCI
